# PfHsp40 yeast = rescue of PfHsp40-mediated yeast toxicity; 340,000 compounds, 0.68% hits; AID 504582; S. cerevisiae expressing PfHsp40, growth rescue, ATP luminescence; growth rescue, % at 12.5 µM; in the data active means growth rescue above about 28%, passing the limit was not always enough; inconclusive means no clear call, values can overlap the other calls;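 further: yeast W303a lacking pdr1 and pdr3 grown in galactose medium; growth measured after three days at 30 °C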
# UGM FP inh = inhibitors of M. tuberculosis UDP-galactopyranose mutase | P9WIQ1 | purified UGM, fluorescence polarization probe displacement | inhibition, % at 10 µM | 320,000 compounds, 0.06% hits | AID 504406; in the data active means inhibition above about 10%, passing the limit was not always enough; inconclusive means no clear call, values can overlap the other calls
# Target sequence (P9WIQ1 whole entry, looked up): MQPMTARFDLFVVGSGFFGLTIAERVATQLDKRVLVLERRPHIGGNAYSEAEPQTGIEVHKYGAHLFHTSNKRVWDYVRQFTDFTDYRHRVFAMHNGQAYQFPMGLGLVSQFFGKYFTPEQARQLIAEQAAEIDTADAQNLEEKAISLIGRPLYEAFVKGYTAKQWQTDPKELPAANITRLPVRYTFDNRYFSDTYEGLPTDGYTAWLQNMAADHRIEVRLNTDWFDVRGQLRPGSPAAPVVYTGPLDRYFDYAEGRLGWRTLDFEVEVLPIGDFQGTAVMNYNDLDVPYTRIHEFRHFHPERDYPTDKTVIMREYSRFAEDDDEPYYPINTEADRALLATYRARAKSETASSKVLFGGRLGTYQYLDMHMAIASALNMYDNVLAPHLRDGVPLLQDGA
# BioA inh = blocks M. tuberculosis BioA enzyme activity | purified M. tuberculosis BioA enzyme, plate reader | inhibition, % at 9.99 µM | 360,000 compounds, 0.096% hits; in the data active means inhibition above about 40%; inconclusive means no clear call, values can overlap the other calls
# BoNT F protease = blocks Botulinum neurotoxin F light chain protease; Multiplex microsphere protease cleavage assay, flow cytometry; inhibition, % at 10 µM; 360,000 compounds, 0.22% hits; in the data active means inhibition above about 35%, passing the limit was not always enough; inconclusive means no clear call, values can overlap the other calls; further: plate controls were buffer without enzyme for full effect and enzyme alone for no effect
# GDH-TPI counter = inhibits GDH-TPI coupling enzymes, artifact for Mtb FBA screen | GDH-TPI coupled enzyme counterscreen, NADH absorbance | inhibition, % at 4.8 µM | 360,000 compounds, 1.2% hits; in the data active means inhibition above about 30%;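 further: 0% = DMSO wells and 100% = wells lacking the enzyme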
# FadD28 binding = M. tuberculosis FadD28 bisubstrate binding inhibition | FadD28 bisubstrate probe binding, fluorescence polarization | inhibition, % at 12.5 µM | 360,000 compounds, 0.22% hits | AID 588549; in the data active means inhibition above about 8.5%, passing the limit was not always enough; inconclusive means no clear call, values can overlap the other calls
# BoNT-A LC inh2 = BoNT A light chain protease inhibition; 360,000 compounds, 0.17% hits; multiplex microsphere protease substrate cleavage, flow cytometry; inhibition, % at 10 µM; further: plate controls were buffer without enzyme for full effect and enzyme alone for no effect
# Anthrax LF inh2 = anthrax lethal factor protease inhibition | P15917 | multiplex microsphere protease cleavage assay, LF | inhibition, % at 10 µM | 360,000 compounds, 0.12% hits | AID 588501; further: plate controls were buffer without enzyme for full effect and enzyme alone for no effect
# Mtb FBA inh = inhibitors of M. tuberculosis fructose-bisphosphate aldolase. purified M. tuberculosis FBA, fluorescence read-out. AID 588726. inhibition, % at 1 µM. 360,000 compounds, 2.3% hits; in the data active means inhibition above about 27%;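 further: 0% = vehicle and 100% = reference inhibitor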
# Target sequence (P9WQA3 whole entry, looked up): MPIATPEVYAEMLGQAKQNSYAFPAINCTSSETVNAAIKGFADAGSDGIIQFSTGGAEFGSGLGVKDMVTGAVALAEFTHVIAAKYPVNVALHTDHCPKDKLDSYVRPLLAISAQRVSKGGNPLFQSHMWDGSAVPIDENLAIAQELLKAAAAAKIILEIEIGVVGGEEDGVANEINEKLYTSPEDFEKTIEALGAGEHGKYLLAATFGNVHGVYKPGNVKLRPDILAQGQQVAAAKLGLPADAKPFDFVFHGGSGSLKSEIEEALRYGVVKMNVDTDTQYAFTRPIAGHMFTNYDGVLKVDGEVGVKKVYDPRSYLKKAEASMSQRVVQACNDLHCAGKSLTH
# Starred values were filed as active, the others as inactive; ? = inconclusive; / = not tested or not shown. Unless noted, no stated cut-off is given here; in the data, active means inhibition above about 30%; inconclusive means no clear call, values can overlap the other calls; inactive means below that.
SMILES,PfHsp40 yeast,UGM FP inh,BioA inh,BoNT F protease,GDH-TPI counter,FadD28 binding,BoNT-A LC inh2,Anthrax LF inh2,Mtb FBA inh
OCCSc1c(F)c(SCCO)c(SCCO)c(F)c1SCCO,0.0,1.1,0.1,2,6,-1.1,-0.1,0,6
Cc1ccsc1C(=O)OC(C)C(=O)NC1CCCCC1C (stereo unspecified),-0.5,/,-2.3,14,-3,-2.1,3.6,1,6
COCCn1c(=NC(=O)c2ccc(S(=O)(=O)N3CCOCC3)cc2)sc2cc(S(N)(=O)=O)ccc21,0.0,6.4,0.4,1,33*,-8.2,-0.4,-2,0
O=C(CSc1nnc(NC(=O)C2CC(=O)N(c3ccc(F)cc3)C2)s1)NCc1ccco1 (stereo unspecified),-0.3,-2.1,-1.4,-3,-2,-1.8,3.6,-4,0
COc1ccccc1C1SCCN1S(=O)(=O)c1cccc(C(F)(F)F)c1 (stereo unspecified),4.6,-3.2,0.4,-12,9,-2.1,-0.5,0,-1
COc1ccccc1CCNC(=O)c1ccc(OC)c(OC2CCN(C(C)C)CC2)c1,-1.5,-1.2,-1.4,-7,5,-1.0,-2.6,2,4
CC1CCN(C(=O)CNC(=O)c2cccc(OC(F)F)c2)CC1,0.8,7.1,-1.2,-4,1,-0.2,-1.2,-1,-1
Cc1nc(N2CCOCC2)c(C#N)c(C)c1Br,-1.6,0.3,-0.8,0,1,-1.2,0.7,1,4
COC(=O)c1ccc(NC(=O)c2cccnc2)cc1,-0.8,1.6,18,7,5,-2.3,-4.5,3,3
O=C(Nc1cccnc1)c1cccc(S(=O)(=O)Nc2cccc(Cl)c2)c1,1.1,0.9,7.8,/,-4,-8.5,/,/,1
Cc1ccc(OC(=O)CCN2C(=O)c3ccccc3C2=O)cc1C,0.6,1.6,-0.6,-4,1,-2.8,-0.7,1,-1
O=C(c1cccs1)N1C[C@@H](n2cc(-c3ccc(F)cc3)nn2)[C@H](O)C[C@@H]1c1ccc(Cl)cc1,/,/,-7.7,4,16,-0.5,0.4,9,1
Cc1ccc(NC(=O)CC2CS(=O)(=O)CC2CC(=O)Nc2ccc(C)c(C)c2)cc1C (stereo unspecified),-1.6,-3.5,-1.3,15,-4,-0.4,0.4,-6,-4
CC(=O)C1C(c2ccc(Cl)cc2)c2c(n[nH]c2C)CC1(C)O (stereo unspecified),1.0,3.2,-0.8,-2,-3,-0.7,-1.2,1,3
CCc1cccc2c(C(=O)C(NCCOC)c3ccccc3)c[nH]c12 (stereo unspecified),0.0,0.2,1.6,-1,-2,-2.0,0.2,5,-4
CC(=O)N/C(=N\OCc1ccccc1Cl)c1nonc1NC(C)=O,-0.8,-2.0,-0.3,-3,-3,-5.2,-0.4,0,0
Cc1c(O)nc(SC2CC(=O)N(c3cc(Cl)cc(Cl)c3)C2=O)[nH]c1=O (stereo unspecified),1.0,7.4,-0.1,?,3,-4.0,-4.6,18,-1
Cc1ccc(N=C2S/C(=C\c3cn(CC(=O)O)c4ccccc34)C(=O)N2C)cc1,0.6,2.4,/,2,5,3.3,0.5,-1,-5
CC1(C)Cc2c(C#N)c(N3CCOCC3)nc(Cc3ccccc3)c2CO1,0.7,1.1,0.1,-3,5,-0.6,-0.6,-2,35*
N#CCc1nn2c(-c3ccccc3)ccnc2c1C#N,0.3,-2.3,1.3,-6,14,/,-1.8,4,69*
COC(=O)c1nc(Cl)c(Cl)c(N)c1Cl,0.0,-1.9,/,1,-3,-1.1,-1.0,0,7
CCCn1nnnc1NC(=O)c1cc(Cl)ccc1Cl,0.0,4.5,-1.0,6,3,-0.6,-0.9,-3,1
COC(=O)/C(=N/Nc1cccc(C)c1)N1CCCc2ccccc21,1.6,2.0,/,0,-3,-3.7,0.5,2,-1
CNS(=O)(=O)c1cc(Cl)ccc1Sc1ccccc1C(=O)O,-0.8,-0.7,2.8,?,-3,-0.4,3.3,4,0
N#Cc1cnn(-c2ccccc2)c1NC(=O)CN1CCN(c2ccccc2)CC1,/,-1.0,0.0,2,-1,2.2,0.4,-1,-2
CCOc1ccc(NC(=O)CN(C)C(=O)c2ccc3[nH]c4c(c3c2)CC(C)CC4)cc1OCC (stereo unspecified),2.3,2.2,-0.2,-11,0,-1.3,-4.4,-6,0
CCN(CC)CCNC(=O)C1c2ccccc2C(=O)N(C)C1c1cn(C)c2ccccc12 (stereo unspecified),-1.1,1.8,0.4,-2,1,-4.5,0.1,-2,3
O=C1NCCCC1C(=O)NCCNC(=O)C(F)(F)F (stereo unspecified),-1.7,-2.1,-0.6,-2,6,0.0,-0.3,-2,0
Cc1cccc(NC(=S)N(C)C)c1C,0.1,5.0,/,?,-5,-1.1,?,19,0
CC(Oc1ccccc1)C(=O)NC1CCSc2ccccc21 (stereo unspecified),-0.3,-1.5,-2.3,8,14,-2.7,0.8,-5,4
COc1cc(/C=C2\NC(=S)N(C)C2=O)ccc1OCc1cccc(F)c1,-0.6,0.3,-1.3,9,-8,-3.5,1.4,12,-4
COc1ccc(N2C(=O)CCC2(C(N)=O)c2ccccc2)cc1 (stereo unspecified),-1.1,1.7,/,2,8,-2.2,0.9,-2,4
Cc1c(C(=O)N(C)C(C)c2ccccn2)oc2c(F)cccc12 (stereo unspecified),0.8,-0.1,1.2,3,8,-3.8,1.7,1,0
CC(C)CN(C(=O)COC(=O)CCC(=O)c1ccc(Cl)cc1)c1c(N)n(Cc2ccccc2)c(=O)[nH]c1=O,-0.1,-0.3,/,-16,-2,-0.3,-5.9,-1,1
CCC(C)NS(=O)(=O)c1ccc(F)c(C(=O)Nc2c(F)cc(F)cc2Br)c1 (stereo unspecified),-0.8,-1.3,/,-3,-4,-3.1,0.9,9,-1
Cc1ccc(-c2csc3ncnc(N4CCN(S(=O)(=O)c5cccs5)CC4)c23)cc1,122*,0.8,-0.4,-15,-5,-1.7,-1.1,-13,-1
CN(C)CCN(C)C1CN(C2CCCC2)S(=O)(=O)C1 (stereo unspecified),/,/,-1.5,-1,/,-1.6,-0.4,-6,1
COc1ccc(S(=O)(=O)Nc2ccc(C)cc2)cc1OC,-0.2,3.8,-0.2,-7,-4,-0.3,0.9,2,1
COc1ccc(C(=O)Nc2ccc3ncccc3c2)cc1,-0.2,2.6,21,-2,-4,-5.5,0.4,-4,-2
COc1cc2nc(C3CCC3)nc(N3CCN(c4ccccn4)CC3)c2cc1OC,0.1,1.4,1.5,-6,-4,-4.3,-0.4,-2,2
COc1ccc(OC)c(C(c2c(O)nc(SC)[nH]c2=O)c2c(O)nc(SC)[nH]c2=O)c1,0.2,-0.2,-0.3,?,1,0.2,-6.8,-12,2
Cc1cccc(C)c1NC(=O)COC(=O)c1ccccc1O,0.7,0.1,0.5,27,-3,0.1,7.0,12,5
O=[N+]([O-])c1ccc(NC2CCN(Cc3ccccc3)CC2)c([N+](=O)[O-])c1,-0.8,-0.6,8.1,-6,19,-2.3,0.3,-1,-3
COc1cc2c(cc1OC)C(=S)NC(C)(C)C2,0.6,-1.1,-5.2,-10,14,0.0,-1.2,-10,0
CCCCNC(=O)c1ccc2nc(CC)c(N(CC)CCN(C)C)n2c1,/,/,0.0,-1,11,0.6,0.4,-1,2
O=C(NCc1ccccc1Cl)C1CCN(S(=O)(=O)N2CCCCC2)CC1,1.7,1.5,2.2,3,4,1.9,2.6,0,3
CCOC(=O)CSC1=C(C#N)C(c2ccco2)C(C(=O)OCc2ccccc2)=C(C)N1 (stereo unspecified),2.1,-1.5,0.1,-4,1,-3.4,-0.6,-4,-1
Cc1ccc(N(CC2CO2)S(=O)(=O)c2ccc(C)cc2)cc1 (stereo unspecified),-0.1,-1.3,/,-1,-10,-2.2,0.4,-9,-1
NC(CSC(c1ccccc1)(c1ccccc1)c1ccccc1)C(=O)O (stereo unspecified),1.0,/,/,-17,1,-3.3,-0.5,6,-1
CCOc1ccc(N(CC(=O)NC2CCCCC2)C(=O)CSc2nnc(COc3ccccc3)o2)cc1,-0.1,0.9,-3.0,-14,1,-1.2,-0.4,-1,-3
Cc1ccc(NC(=O)C(c2ccccc2)N2CCN(C(=O)c3ccco3)CC2)cc1 (stereo unspecified),-0.2,0.5,-0.2,4,4,-0.8,-0.8,-1,1
O=C1OCCC1Sc1nc2ccccc2[nH]1 (stereo unspecified),0.2,-0.3,-0.5,-7,5,-0.2,-0.9,2,-1
CCOC(=O)C1C(=O)NC(N2CCN(CC)CC2)=NC1c1ccccc1 (stereo unspecified),-1.6,1.9,-1.7,6,7,0.2,0.1,-2,1
COc1cccc(OC)c1C(=O)OCC(=O)NCC(C)C,-0.2,-1.6,/,-1,7,0.3,0.0,-5,1
COc1ccc(C2C(C(C)=O)=C(C)Nc3ncnn32)cc1OC (stereo unspecified),-0.7,-0.3,-2.2,9,9,0.0,0.3,-7,-4
CC(=O)Nc1ccc(S(=O)(=O)Nc2nc3ccccc3nc2Nc2ccc(C(=O)O)c(O)c2)cc1,3.1,3.1,1.1,-18,26,25*,-1.1,-8,4
CCCNC(=O)c1cc2c(C(F)(F)F)nn(C)c2s1,-0.3,-1.3,0.3,4,2,-0.3,0.3,-1,2
CC1(c2ccc(OC(F)F)cc2)NC(=O)N(CC(=O)Nc2cccc(F)c2)C1=O (stereo unspecified),-0.5,0.9,-0.4,-9,3,-11,-1.6,3,-2
COC(=O)C1CCN(C(=O)c2sc3nc(-c4ccc(F)cc4)cn3c2C)CC1,1.3,0.6,7.3,3,-6,-3.6,-0.1,-8,6
O=C(COC(=O)c1cccs1)NC1CCCC1,-0.2,-0.6,-0.7,-12,7,-0.7,-3.2,-4,0

# Source: PubChem (several laboratories)
